M4 ag – CHRM4 agonism in calcium assay. P08173. CHO-K1 hM4/Gqi5, Fluo-8 calcium fluorescence; vehicle 0%, full acetylcholine response 100%. activation, % at 3 µM. hit rate 0.14% among 360,000. AID 624127;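 active = activation above the run mean over all test wells plus 3 SD, cut at about 32% in these data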;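 note: peak over basal fluorescence ratio per well then scaled between controls; 0% = DMSO wells and 100% = acetylcholine at EC100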
Target sequence (P08173 whole entry, looked up): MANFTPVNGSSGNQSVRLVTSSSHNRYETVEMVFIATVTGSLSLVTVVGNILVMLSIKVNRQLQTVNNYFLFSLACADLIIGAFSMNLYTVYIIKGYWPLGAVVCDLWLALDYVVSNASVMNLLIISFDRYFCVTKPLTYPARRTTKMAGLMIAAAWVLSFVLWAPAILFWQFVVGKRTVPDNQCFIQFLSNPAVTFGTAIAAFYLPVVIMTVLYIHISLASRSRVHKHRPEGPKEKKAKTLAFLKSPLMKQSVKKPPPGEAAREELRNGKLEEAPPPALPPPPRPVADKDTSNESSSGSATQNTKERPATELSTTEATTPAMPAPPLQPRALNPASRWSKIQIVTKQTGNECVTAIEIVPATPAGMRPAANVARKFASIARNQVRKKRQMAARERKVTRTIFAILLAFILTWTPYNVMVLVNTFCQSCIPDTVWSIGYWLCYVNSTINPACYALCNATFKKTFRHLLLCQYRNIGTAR
M1 PAM parental – counter-screen for M1 PAMs: effect in parental CHO-K1 cells | ATP EC20, Fluo-8 calcium fluorescence; 0% at ATP EC20, 100% at ATP max | activation, % at 3 µM | hit rate 0.02% among 360,000;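 active = activation above the run cutoff, the mean activation of all test compounds plus 3 SD, cut at about 40% in these data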;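 note: peak over basal fluorescence ratio in a 140 s read after ATP addition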
CHRM4 antagonist – blocks acetylcholine activation of human M4 receptor; hit rate 0.73% among 360,000; CHO-hM4 cells, ACh EC80, Fluo-8 calcium fluorescence; AID 624125; inhibition, % at 3 µM; P08173;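 active = inhibition above its plate's cutoff, the mean inhibition of sample wells plus 3 SD, cut at about 27% in these data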;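 note: 0% = acetylcholine EC80 with DMSO and 100% = DMSO without agonist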
M1 ag parental – nonselective activator or artifact in parental CHO-K1 cells; Fluo-8 calcium fluorescence; scaled to maximal ATP response, vehicle zero; activation, % at 3 µM; hit rate 0.48% among 360,000; in the data active = activation above about 15%;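 note: untransfected CHO-K1 host cells lacking M1 receptor as counterscreen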
CHRM5 antagonist – antagonists of human muscarinic M5 receptor (CHRM5); CHO-hM5 cells, Fluo-8 calcium fluorescence, ACh EC80; hit rate 0.59% among 360,000; inhibition, % at 3 µM;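 active = inhibition above a per-plate cutoff, the mean of that plate's test compounds plus 3 SD, cut at about 27% in these data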;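 note: 0% = acetylcholine EC80 with DMSO and 100% = DMSO without agonist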
Target sequence (P08912 whole entry, looked up): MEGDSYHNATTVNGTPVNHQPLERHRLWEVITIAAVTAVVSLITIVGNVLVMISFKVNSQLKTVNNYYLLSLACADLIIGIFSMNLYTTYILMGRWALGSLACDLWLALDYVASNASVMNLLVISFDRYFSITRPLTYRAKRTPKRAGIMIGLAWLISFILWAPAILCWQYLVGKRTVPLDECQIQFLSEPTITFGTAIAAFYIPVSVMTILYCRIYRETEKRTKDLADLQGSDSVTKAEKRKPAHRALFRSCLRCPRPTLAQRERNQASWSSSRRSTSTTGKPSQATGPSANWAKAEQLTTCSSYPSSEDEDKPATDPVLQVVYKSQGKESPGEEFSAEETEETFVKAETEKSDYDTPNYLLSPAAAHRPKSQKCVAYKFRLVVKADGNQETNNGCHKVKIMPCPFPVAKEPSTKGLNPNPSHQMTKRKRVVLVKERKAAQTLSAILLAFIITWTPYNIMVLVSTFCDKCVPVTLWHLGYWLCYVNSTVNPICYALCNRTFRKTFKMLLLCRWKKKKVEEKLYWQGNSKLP
M5 ag – agonists of human muscarinic M5 receptor (CHRM5); hit rate 0.19% among 360,000; CHO-K1 hM5 cells, Fluo-8 calcium fluorescence; 0% DMSO wells, 100% maximal acetylcholine response; P08912; activation, % at 3 µM;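 active = activation above the run's mean over test compounds plus 3 SD, cut at about 23% in these data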;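 note: signal is peak over basal fluorescence ratio across the kinetic read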
M5 PAM – potentiates acetylcholine response at human M5 receptor; P08912; hit rate 0.3% among 360,000; CHO-K1 hM5, Fluo-8 calcium, ACh EC20 PAM; 0% = ACh EC20, 100% = ACh EC100; activation, % at 3 µM;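 active = activation above the run cutoff, the mean activation of all test compounds plus 3 SD, cut at about 18% in these data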
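Replicates: One well per compound, no replicates | System: Human M5 receptor in CHO-K1 cells | Benchmarks: Low control EC20 acetylcholine (0%), high control EC100 acetylcholine (100%) | Probe or stimulus: Acetylcholine, EC20 level | Times: Fluo-8 loading 80 min at 37 °C plus 30 min room temperature | Signal: Intracellular calcium via Fluo-8 fluorescence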
CHO-K1 Ca antag – M1 antagonist counterscreen hit in parental CHO-K1 cells. hit rate 0.6% among 360,000. ATP-induced calcium, Fluo-8 fluorescence. inhibition, % at 3 µM;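 active = inhibition above a per-plate cutoff, the plate's mean sample inhibition plus 3 SD, cut at about 24% in these data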;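 note: 0% = DMSO plus EC80 ATP and 100% = DMSO alone without ATP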
CHRM4 PAM – CHRM4 positive allosteric modulation; P08173; CHO-K1 hM4/Gqi5, Fluo-8 calcium fluorescence, ACh EC20; 0% = ACh EC20, 100% = maximal ACh; activation, % at 3 µM; hit rate 0.4% among 360,000; AID 624126;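 active = activation above its plate's cutoff, the mean activation of sample wells plus 3 SD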; note: some results filed as inactive read as strong as hits
Starred values were filed as active, the others as inactive.

compound | M4 ag | M1 PAM parental | CHRM4 antagonist | M1 ag parental | CHRM5 antagonist | M5 ag | M5 PAM | CHO-K1 Ca antag | CHRM4 PAM
CCOC(=O)C1(CC)NC(c2cccc(F)c2)C2C(=O)N(CC)C(=O)C21 (stereo unspecified) | 0 | 11 | 4 | -0.5 | -1 | -3 | 4 | -4 | -3
COC(=O)c1cc(OC)c(OC)cc1NC(=O)C(C)Sc1ccc(C)cc1 (stereo unspecified) | -2 | 9 | 6 | 1.9 | -2 | -2 | -5 | -4 | -13
Cc1cccc(/C(N)=N/OC(=O)CCC2CCCCC2)c1 | 1 | 5 | -29 | -0.3 | -5 | -3 | -2 | -4 | 14
O=C(COC(=O)c1ccc(Cl)nc1)NCc1ccc2c(c1)OCO2 | 1 | 19 | 2 | 1.6 | -3 | 0 | 0 | 1 | -3
COc1cccc(N2CC(C(=O)Nc3nnc(SCCN4CCOCC4)s3)CC2=O)c1 (stereo unspecified) | 0 | -23 | -2 | 0.2 | 4 | 1 | -3 | 5 | 3
Cc1cccc(S(=O)(=O)N(C)C[C@H]2OCc3cnnn3CCCC(=O)N([C@@H](C)CO)C[C@H]2C)c1 | 2 | 23 | -1 | 0.3 | -9 | -2 | 8 | -18 | 1
Cc1cccc(Nc2nc(N)c(C#N)c(CC#N)c2C#N)c1 | 5 | 18 | -10 | 3.1 | -1 | -5 | -16 | -18 | -7
CC(C)(C)c1ccc2c(c1)OC(C(=O)N/N=C\c1ccccn1)CO2 (stereo unspecified) | 2 | 12 | 4 | 1.8 | -1 | 1 | -2 | -7 | 6
Cc1cc(-n2cnc(-c3cn(C)nc3C)n2)no1 | 1 | 22 | 12 | 0.5 | -2 | -2 | 0 | -11 | -3
Cc1ccc(NC(=O)c2ccc3c(c2)OCCO3)cc1C | 10 | 2 | -25 | 1.7 | -6 | -5 | 1 | -13 | 14
CCC(=O)N1C(Cc2ccccc2)COC1(C)C (stereo unspecified) | 2 | 15 | -7 | 0.4 | -1 | 0 | -1 | -7 | 12
C[C@@H]1CN([C@H](C)CO)C(=O)Cc2cc(NC(=O)CCC(F)(F)F)ccc2O[C@@H]1CN(C)C(=O)Nc1ccccc1 | 0 | -7 | -4 | -0.2 | -5 | 2 | 10 | -6 | 6
FC(F)C(F)(F)C1=CC(c2ccccc2)=NCCN1 | 2 | 20 | -7 | 0.8 | 0 | -6 | 1 | -11 | 12
COC(=O)CSC1=C(C#N)C(c2ccccc2OC)C(C(=O)OC)C(=O)N1 (stereo unspecified) | 1 | -4 | -4 | -0.2 | 2 | 0 | 4 | 7 | -4
COc1ccc(/C=C2\SC(=O)N(CCC(=O)Nc3ccc(S(=O)(=O)Nc4nccs4)cc3)C2=O)cc1 | 0 | 8 | 4 | 0.2 | 6 | -3 | 0 | -5 | -6
CCCCc1nccn1CCn1ccnc1CCCC | 1 | 2 | -4 | -0.1 | 6 | -7 | -3 | 2 | 10
O=C(CN1CCC(C(=O)c2ccc3c(c2)OCCO3)CC1)Nc1ccccc1C(F)(F)F | 0 | 10 | 1 | -0.6 | 7 | -5 | -7 | 6 | -3
CCCCC1=CC2=C(c3ccco3)C(=O)C(C)(OC(=O)c3ccc(OC)cc3)C(=O)C2=CN1CC1CC1 (stereo unspecified) | 6 | -1 | 9 | 0.1 | 6 | 6 | -8 | 11 | -3
Cc1ccc(/C=N/NC(=O)c2ccc3c(c2)OCCO3)s1 | 2 | -9 | 4 | 2.4 | 6 | -1 | -1 | 10 | -11
CCN(CC)S(=O)(=O)c1cnccc1N1CCN(c2cccc(Cl)c2)CC1 | 3 | 7 | -4 | 1.3 | 2 | 1 | -1 | -5 | -7
Nc1c(C(=O)Nc2ccccc2Cl)nnn1-c1ccc2c(c1)OCCO2 | 2 | 2 | -2 | 1.8 | -1 | -2 | 2 | -10 | -3
COC(=O)c1cc(C(=O)N2CCN(c3cccc(C)c3C)CC2)cc([N+](=O)[O-])c1 | 0 | -9 | -2 | 0.6 | -7 | -2 | -2 | 12 | 3
COc1cc(C(=O)N(C)CCOc2ccc(C)cc2)ccc1OC1CCN(C(C)=O)CC1 | 4 | 18 | -7 | 1.1 | 10 | 3 | -1 | -4 | 3
O=C(CSc1nc2[nH]ncc2c(=O)[nH]1)Nc1cccc([N+](=O)[O-])c1 | 1 | 5 | -3 | 1.0 | 9 | -2 | 1 | 3 | 13
CC(C)NC(=O)CN(c1cccc(Br)c1)S(C)(=O)=O | 1 | 17 | 9 | 0.7 | 0 | -1 | 0 | -17 | 4
CN(C)c1ccc(C=C2C=Cc3ccccc32)cc1 | 0 | -16 | 5 | -0.2 | 9 | 2 | -2 | 4 | 0
CCCCc1nnc(NC(=O)c2oc3ccccc3c2C)s1 | 0 | 9 | -3 | 0.4 | -7 | -4 | 7 | -9 | 3
Cc1ccccc1C(=O)NCC(c1ccco1)N1CCc2ccccc2C1 (stereo unspecified) | 1 | 1 | 4 | 0.8 | -1 | -4 | 1 | 2 | -4
Cc1cc(C)cc(NC(=O)COC(=O)COc2ccc(N(C)S(=O)(=O)c3cccs3)cc2)c1 | 4 | 20 | 8 | 1.3 | -5 | -2 | -2 | -8 | 1
FC(F)Sc1nc2ccccc2[nH]1 | 0 | 17 | -1 | 1.2 | 4 | -6 | -1 | -7 | -3
CCCC(=O)N1CCC1(C)C(=O)Nc1cccc(OC(C)C)c1 (stereo unspecified) | 1 | 28 | -8 | 0.0 | 8 | 1 | -2 | -2 | 6
COc1ccc(/C=C/C(=O)O)cc1Cl | 0 | -17 | 1 | -0.1 | 3 | -1 | 3 | 10 | 15
CC(=O)Nc1ccc(S(=O)(=O)NC2CC2)cc1 | 0 | 15 | 5 | 0.9 | -6 | 8 | 2 | -10 | -7
CC(=O)c1ccc(-c2ccc(C(=O)Nc3nc(C)c(C(C)=O)s3)o2)cc1 | 2 | 6 | 0 | 0.1 | 4 | 1 | 1 | -9 | -1
Cc1cc(C)cc(CC2CC(=O)N(c3ccc4c(c3)OCCO4)C2=O)c1 (stereo unspecified) | 3 | 21 | 6 | 2.6 | 12 | -1 | -5 | -7 | -6
CCCc1c(C(=O)OCC)[nH]c2c1C(=O)CCC2 | 1 | -9 | -1 | -0.2 | 8 | -6 | -6 | 9 | 6
Cc1cccc(C)c1OCc1nc2ccccc2c(=O)n1/N=C/c1ccc(OCC(=O)O)cc1 | 3 | 22 | -6 | 0.6 | -6 | 1 | 0 | -4 | -4
O=C(Nc1ccc(Cl)cc1)C1Cc2c(-c3ccccc3)ccnc2O1 (stereo unspecified) | 9 | 12 | -12 | 2.0 | -1 | 0 | -2 | -10 | -2
N/C(=N\c1nc2ccccc2o1)NC(=O)/C=C/c1ccccc1 | 0 | 10 | -2 | 0.6 | -1 | 1 | 8 | -1 | 12
Oc1ccc(C2Nc3cccc4cccc(c34)N2)c(O)c1 | 1 | 19 | 2 | 0.9 | 3 | 3 | 0 | -16 | -5
Cc1ccc2nc(Cl)c(C3CC(c4cccs4)=NN3S(C)(=O)=O)cc2c1 (stereo unspecified) | 10 | 12 | -2 | 4.2 | 19 | 2 | -16 | 5 | -10
O=C(CCC1CC(=O)Nc2ccccc21)NCc1cccnc1 (stereo unspecified) | 0 | 20 | -4 | -0.2 | 1 | 2 | -1 | 5 | 5
CCOC(=O)c1c(C)[nH]c(C(=O)N2CCN(CC)CC2)c1C | 1 | -21 | -21 | -0.5 | 14 | -3 | -5 | -11 | 2
CN(C(=O)c1ccc(NC(=O)Cc2cccc(NC(=O)C3CCCN(C(=O)C4CCC4)C3)c2)cc1)C1CC1 (stereo unspecified) | 0 | 21 | -6 | -0.2 | -6 | 0 | 5 | -9 | 2
COc1ccccc1/C=C/C(=O)Nc1ccc(N2CCOCC2)cc1 | 2 | 7 | -2 | 0.3 | 0 | 8 | 2 | -11 | 4
Cc1cc(O)cc(O)c1-c1onc(C(F)(F)F)c1-c1cscn1 | 4 | -7 | 10 | 1.4 | 4 | -2 | -7 | 13 | 5
COc1c(N)c2c(c([N+](=O)[O-])c1OC)C(=O)OC2 | 0 | 4 | -10 | -0.1 | 7 | 1 | 0 | -12 | 3
Cc1ccc(NS(=O)(=O)c2ccc3c(c2)n(C)c(=O)n3C)cc1C | 13 | 9 | -1 | 8.9 | -1 | 3 | 1 | 0 | -9
CC1CN(Cc2ccccc2)c2ccccc2NC1=S (stereo unspecified) | -1 | -12 | 6 | -0.5 | 9 | -9 | -12 | 19 | -6
COc1ccc(-c2cc(-c3cccs3)nc(OC)c2C#N)cc1OC | 0 | 19 | 0 | 0.1 | 1 | -2 | 3 | -6 | 1

3 compounds already listed, ordered by count of non-hydrogen atoms, falling.
compound | M4 ag | M1 PAM parental | CHRM4 antagonist | M1 ag parental | CHRM5 antagonist | M5 ag | M5 PAM | CHO-K1 Ca antag | CHRM4 PAM
O=C(Nc1ccc(Cl)cc1)C1Cc2c(-c3ccccc3)ccnc2O1 (stereo unspecified) | 9 | 12 | -12 | 2.0 | -1 | 0 | -2 | -10 | -2
CCCC(=O)N1CCC1(C)C(=O)Nc1cccc(OC(C)C)c1 (stereo unspecified) | 1 | 28 | -8 | 0.0 | 8 | 1 | -2 | -2 | 6
CCCc1c(C(=O)OCC)[nH]c2c1C(=O)CCC2 | 1 | -9 | -1 | -0.2 | 8 | -6 | -6 | 9 | 6

More entries
compound | M4 ag | M1 PAM parental | CHRM4 antagonist | M1 ag parental | CHRM5 antagonist | M5 ag | M5 PAM | CHO-K1 Ca antag | CHRM4 PAM
CC1(C)Cc2nc3sc4c(SCC(=O)O)ncnc4c3cc2CO1 | 0 | 5 | 6 | 0.4 | 15 | 3 | -6 | -3 | -8
COc1ccccc1C(C(C(=O)c1ccccc1)N1CCOCC1)N1CCOCC1 (stereo unspecified) | -1 | -11 | -3 | -0.4 | 10 | -3 | 2 | 0 | 4
COC(=O)CN1C(=O)C(C)(C)Oc2ccc(C(=O)NC3CCCC3)cc21 | 3 | -3 | -5 | 1.9 | 2 | 0 | 1 | 13 | -3
COC(=O)c1cc(NC(=O)c2cccc(F)c2)cc(C(=O)OC)c1 | 4 | 14 | -12 | 1.4 | 12 | -2 | -4 | -7 | 5
CC1(C)Cc2c(sc(NC(=O)C(=O)NCC3CCCO3)c2C(N)=O)CO1 (stereo unspecified) | 2 | 22 | -7 | 1.7 | 8 | -3 | -1 | -18 | 7
CN(C)c1ccc(-c2nc3ccccn3c2/N=C/c2ccc(Br)cc2)cc1 | 2 | -16 | 1 | 0.4 | 8 | -2 | -4 | 20 | -1
N#C/C(C(N)=O)=C1/SC(Cc2ccc(F)cc2)C(=O)N1c1ccccc1 (stereo unspecified) | 5 | 19 | -5 | 3.9 | 7 | 2 | -5 | -4 | -13
O=C(NCCCc1ccccc1)c1cnc2n(c1=O)CCS2 | 1 | -8 | -1 | 0.4 | 2 | 0 | -6 | 11 | 15
CCOC(=O)c1ccccc1NC(=O)CSc1nnnn1C | 0 | 22 | 0 | 0.1 | -7 | -1 | 3 | -17 | 19*
COc1cc([N+](=O)[O-])ccc1NC(=S)N1CCOCC1 | 1 | 17 | -2 | 1.8 | 12 | -4 | -4 | -16 | 11
Oc1ccccc1C1=NC(c2ccccc2)NC(c2ccccc2)C1 (stereo unspecified) | 2 | -16 | -12 | 0.2 | 8 | 1 | -6 | 26* | 1

Bioassay records as filed in PubChem.

An unsorted share of the library. Share with any hit: about 2.7%.
